Screening data (PubChem BioAssay)
p97 inhibitor: inhibitors of human p97 ATPase | P55072 | hit rate 0.42% among 220,000 | inhibition, % at 8 µM | recombinant p97 ATPase, Kinase-Glo ATP luminescence, 3 h; in the data active = inhibition above about 15%;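 also: 0% = DMSO vehicle and 100% = wells lacking enzyme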
BaF3 tox: parental Ba/F3 viability inhibition as JAK2V617F counter-screen. CellTiter-Glo ATP luminescence. inhibition, % at 5.6 µM. hit rate 1.1% among 220,000. AID 1486;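 active = inhibition above a per-campaign cutoff, the mean inhibition of all tested compounds plus 3 SD, cut at about 27% in these data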;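 also: 0% = DMSO wells and 100% = JAK Inhibitor I control wells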
p47phox inh: blocks human p47phox regulatory protein of NADPH oxidases | hit rate 0.53% among 220,000 | inhibition, % at 24.7 µM | p47phox/p22phox peptide binding, fluorescence polarization, 2 h | P14598 | AID 1274;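 active = inhibition above about 30%, limit read from the data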;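 also: 0% = p47phox with labelled peptide and 100% = labelled peptide alone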
Target sequence (P14598 whole entry, looked up): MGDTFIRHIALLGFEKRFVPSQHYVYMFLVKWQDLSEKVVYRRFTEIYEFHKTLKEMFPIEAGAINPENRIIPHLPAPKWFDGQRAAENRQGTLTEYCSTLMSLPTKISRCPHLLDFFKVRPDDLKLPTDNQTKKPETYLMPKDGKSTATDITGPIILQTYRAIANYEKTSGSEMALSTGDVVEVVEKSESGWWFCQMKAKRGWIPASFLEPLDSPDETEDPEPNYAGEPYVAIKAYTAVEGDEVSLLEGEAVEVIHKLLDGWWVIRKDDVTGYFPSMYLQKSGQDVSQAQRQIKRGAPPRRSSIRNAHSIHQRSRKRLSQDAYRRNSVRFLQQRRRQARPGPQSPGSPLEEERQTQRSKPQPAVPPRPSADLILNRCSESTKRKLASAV
PPC-1+TRAIL kill: PPC-1 cancer cell killing with TRAIL present; PPC-1 cells + TRAIL, ATPLite viability luminescence; cell killing (% activity), % at 4 µM; hit rate 0.41% among 220,000; AID 1443;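 active = cell killing above 50% in the first pass at 4 µM, then a duplicate retest at 5 µM averaging 50% or more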;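 also: plate controls were cells with TRAIL plus DMSO for no effect and medium-only wells lacking cells for full effect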
Tb hexokinase: blocks Trypanosoma brucei hexokinase 1 activity; AID 1430; recombinant TbHK1, G6PDH-coupled NADH A340; hit rate 0.11% among 220,000; inhibition, % at 10 µM;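 active = inhibition of 50% or more in the single-dose primary screen; inactive = inhibition below 50%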
PGE2 EP2 inh: blocks the human prostaglandin E2 receptor EP2; P43116; C6 glioma cells expressing human EP2, cAMP TR-FRET; cells stimulated with saturating PGE2; inhibition, % at 25 µM; hit rate 0.52% among 260,000;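 active = percent inhibition above 40 after rounding to a whole number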;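 also: rat C6 glioma host cells with rolipram phosphodiesterase inhibitor present; the protocol text gives 20 µM as final concentration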
Target sequence (P43116 whole entry, looked up): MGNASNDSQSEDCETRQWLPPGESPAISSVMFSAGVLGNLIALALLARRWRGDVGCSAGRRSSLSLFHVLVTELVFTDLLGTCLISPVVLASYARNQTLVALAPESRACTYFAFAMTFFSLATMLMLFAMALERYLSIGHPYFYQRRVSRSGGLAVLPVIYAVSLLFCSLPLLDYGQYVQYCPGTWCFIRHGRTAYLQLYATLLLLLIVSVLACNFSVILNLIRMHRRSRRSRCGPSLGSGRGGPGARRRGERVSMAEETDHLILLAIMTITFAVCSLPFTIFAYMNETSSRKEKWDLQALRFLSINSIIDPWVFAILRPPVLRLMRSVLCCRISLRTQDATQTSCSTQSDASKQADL
Furin inhibitor: inhibitors of human furin | purified furin, fluorogenic substrate cleavage | hit rate 0.061% among 220,000 | inhibition, % at 30 µM | P09958; in the data active = inhibition above about 25%; also: inactives centre near -15
RBBP9 inh: blocks human serine hydrolase RBBP9; inhibition, % at 7.94 µM; O75884; recombinant RBBP9, FP-Rh probe fluorescence polarization; hit rate 0.2% among 220,000;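 active = inhibition above the campaign mean of all tested compounds plus 3 SD, cut at about 14% in these data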;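 also: plate controls were DMSO wells with RBBP9 for no effect and wells lacking RBBP9 protein for full effect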
Target sequence (O75884 whole entry, looked up): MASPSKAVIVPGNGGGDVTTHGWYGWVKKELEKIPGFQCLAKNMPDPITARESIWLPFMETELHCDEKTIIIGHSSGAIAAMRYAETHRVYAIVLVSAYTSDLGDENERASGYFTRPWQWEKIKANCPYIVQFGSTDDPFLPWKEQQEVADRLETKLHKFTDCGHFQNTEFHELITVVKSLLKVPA
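System: RBBP9 protein | Quantity: 2.5 µM RBBP9 dispensing solution, before mixing | Reagent: FP-Rh probe, 375 nM dispensing solution | Timing: Enzyme-compound preincubation 30 min, then probe labeling 45 min, 25 °C | Measured by: Fluorescence polarization | Read-out: % inhibition | Replication: One well per compound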
Ba/F3 V617F tox: loss of viability in JAK2V617F-driven Ba/F3 cells; inhibition, % at 5.6 µM; Ba/F3 EpoR-JAK2V617F viability, ATP luminescence; hit rate 1.1% among 220,000; AID 1446;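 active = inhibition above the campaign mean plus 3 SD over all tested compounds, cut at about 24% in these data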;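 also: cytokine-independent growth of Ba/F3 cells driven by EpoR plus mutant JAK2; 0% = DMSO-treated cells and 100% = JAK inhibitor I control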
Starred values were filed as active, the others as inactive; nt = not tested or not shown; [ ] = another dose, or the depositor's remark.

No.	SMILES	p97 inhibitor	BaF3 tox	p47phox inh	PPC-1+TRAIL kill	Tb hexokinase
1	c1ccc(-c2nnnn2CCOCCn2nnnc2-c2ccccc2)cc1	-2	1	-1	-4	-3
2	C=C(C)CNC(=S)NNC(=O)c1ccc(Br)cc1	1	3	-7	22	-3
3	CC(C)C(Nc1ccc(C(F)(F)F)cc1[N+](=O)[O-])C(=O)O (stereo unspecified)	1	5	10	5	-1
4	COc1ccc2oc(C(=O)NCCC(C)C)c(C)c2c1	-3	8	-8	15	-3
5	CCc1nnc(NC(=O)c2ccc3nc(CC)c(CC)nc3c2)s1	3	4	-37	18	-3
6	Cc1cc(C)n(S(=O)(=O)c2ccccc2)n1	-4	1	0	4	5
7	CCN(C#N)c1nc(N(C)C)nc(N(C)C)n1	1	1	-5	18	6
8	O=C(CN1C(=O)C(=O)N(Cc2ccco2)C1=O)NC1CCCCC1	8	3	-3	35	4
9	O=C(NN1C(=O)C2C(C1=O)C1C=CC2C12CC2)c1cccnc1 (stereo unspecified)	3	1	-16	4	3
10	COc1ccc(OCC(=O)OCC(=O)NCc2ccco2)cc1	1	6	-4	35	-6
11	O=C(NC1CCCCC1)c1cc(-c2ccccn2)nc2ccccc12	-4	2	4	18	-2
12	CC1(C)CC(=O)CC(C)(C)N1OC(=O)c1ccncc1	2	2	-11	9	-2
13	O=C(NCc1cccs1)C1CCN(S(=O)(=O)c2ccccc2F)CC1	0	0	-19	-8	-11
14	CCOC(=O)c1ccc(-n2c(CN3CCN(CCO)CC3)nc3ccc([N+](=O)[O-])cc3c2=O)cc1	1	6	-11	7	-13
15	Cc1ccc(C)c(NC(=O)CSc2nnc(C)c(=O)n2N)c1	0	12	-4	12	35

No.	PGE2 EP2 inh	Furin inhibitor	RBBP9 inh	Ba/F3 V617F tox
1	8	-19	-4	2
2	10	-6	-5	-3
3	0	-29	8	0
4	5	-22	1	1
5	5	-26	-1	0
6	10	-17	-3	0
7	11	-18[20 µM]	6	-2
8	5	-27	-12	-4
9	4	-30	-10	0
10	12	-17[20 µM]	12	1
11	6	-13	-6	2
12	3	-5[20 µM]	-2	0
13	4	-9	-2	3
14	2	-18	-4	2
15	3	3	-2	5

Copied from the list.
In p97 inhibitor, #5 is listed with 3
In p47phox inh, #10 is listed with -4
In PPC-1+TRAIL kill, #3 is listed with 5
In Tb hexokinase, #13 is listed with -11

Continued:
No.	SMILES	p97 inhibitor	BaF3 tox	p47phox inh	PPC-1+TRAIL kill	Tb hexokinase
16	CCCC(NC(=O)CCl)c1ccccc1 (stereo unspecified)	2	7	-3	-3	1
17	CC(C)c1nc2sc3c(c2c(=O)o1)CCCC3	6	3	-5	13	6
18	COc1cccc(C2CCCN2Cc2nc(-c3sccc3C)oc2C)c1 (stereo unspecified)	-1	7	-70	20	-10
19	COc1cc(OC)c(-c2nc3ccccc3s2)cc1OC	2	6	-34	7	-17
20	CCOC(=O)c1c(NC(=O)CSc2nc3ccccc3c(=O)n2-c2ccccc2)sc(C(C)=O)c1C	2	4	-68	15	-10
21	Cc1cc(OCCCCCNCCO)cc(C)c1Cl	5	8	5	15	2
22	CC(Oc1ccccc1)C(=O)NNC(=O)c1cccs1 (stereo unspecified)	6	1	2	10	1
23	O=C1CC(=O)N(Cc2ccco2)C(=O)N1	8	7	-26	30	13
24	CC(C)N(C(=O)COC(=O)c1cccc(C(=O)OCC(=O)N(C(C)C)C(C)C)n1)C(C)C	2	0	-9	24	0
25	CC(=O)c1ccc(NC(=O)COC(=O)c2nc(Cl)ccc2Cl)cc1	3	4	10	10	-9
26	O=C(CN1CCN(CC(=O)Nc2ccccc2F)CC1)Nc1ccc2c(c1)OCCO2	2	2	-1	10	-2
27	Nc1nonc1-n1nnc(C(=O)O)c1-c1cccs1	1	2	-3	-4	1
28	NC(=O)CSC1=Nc2ccccc2C2=NC(c3ccccc3)C(=O)N12 (stereo unspecified)	6	5	8	7	-7
29	CC(C)C(=O)Nc1ccnc(-c2cccnc2)n1	3	7	4	15	-3
30	O=C(NC(O)C(=O)c1ccccc1)c1cccs1 (stereo unspecified)	13	2	-12	9	1

No.	PGE2 EP2 inh	Furin inhibitor	RBBP9 inh	Ba/F3 V617F tox
16	5	-22	-5	-2
17	9	-15	-4	-4
18	7	-17	-2	-1
19	10	-97	-4	-2
20	9	-17	-2	-2
21	5	-17	4	1
22	3	-34	-2	-4
23	nt	-23	1	-2
24	4	-22	-9	-1
25	8	-29	-9	1
26	7	-10	2	-4
27	10	-2[20 µM]	-2	0
28	5	-45	4	-2
29	8	-28[20 µM]	-5	-1
30	12	-29	-3	1

3 entries out of the list, arranged by count of non-hydrogen atoms, low to high.
No.	SMILES	p97 inhibitor	BaF3 tox	p47phox inh	PPC-1+TRAIL kill	Tb hexokinase
23	O=C1CC(=O)N(Cc2ccco2)C(=O)N1	8	7	-26	30	13
30	O=C(NC(O)C(=O)c1ccccc1)c1cccs1 (stereo unspecified)	13	2	-12	9	1
22	CC(Oc1ccccc1)C(=O)NNC(=O)c1cccs1 (stereo unspecified)	6	1	2	10	1

No.	PGE2 EP2 inh	Furin inhibitor	RBBP9 inh	Ba/F3 V617F tox
23	nt	-23	1	-2
30	12	-29	-3	1
22	3	-34	-2	-4

Continued:
No.	SMILES	p97 inhibitor	BaF3 tox	p47phox inh	PPC-1+TRAIL kill	Tb hexokinase
31	COc1ccc(C(=O)NC(C)c2nnc(SCc3ccc(Cl)c(Cl)c3)n2C)cc1 (stereo unspecified)	1	-1	-6	20	2
32	CC1CCCC(N2CCN(C(=O)c3ccc(F)cc3)CC2)C1 (stereo unspecified)	-10	0	nt	nt	-1
33	O=C(c1ccccc1)c1ccc2ccccc2n1	3	3	-6	11	-7
34	CCC1Oc2nc(SC)nnc2-c2ccccc2N1C(=O)c1ccccc1 (stereo unspecified)	-1	8	0	41	-10
35	COc1ccc(-n2cccc2/C=C/[N+](=O)[O-])cc1	1	10	-11	0	-8
36	COc1ccc(/C=N/NC(=O)C(C)n2cnc3ccccc3c2=O)cc1 (stereo unspecified)	4	0	-3	12	0
37	CCc1nc(SCC(=O)N2c3ccccc3CC2C)c2c(C)c(C)sc2n1 (stereo unspecified)	-4	6	-14	15	7
38	COC(=O)c1ccccc1NC(=O)CN(CCc1ccccc1)S(C)(=O)=O	1	5	-13	15	0
39	O=C(NCC1CCCO1)c1cc(C(=O)C2CC2)c[nH]1 (stereo unspecified)	0	1	0	-8	-8
40	O=C(Cc1ccc([N+](=O)[O-])cc1)NCc1ccncc1	7	5	-14	1	-1
41	O=C(O)CCN1C(=O)C2C3c4ccccc4C(c4ccccc43)C2C1=O (stereo unspecified)	5	-1	2	0	-6
42	CCC1(C)Cc2ccccc2-c2nc(NCCO)n(-c3ccc(C)cc3)c(=O)c21 (stereo unspecified)	-3	8	-8	3	-27
43	COc1ccc(N(CC(=O)Nc2ccccc2C)S(=O)(=O)c2ccccc2[N+](=O)[O-])c(OC)c1	2	9	-6	nt	-2
44	COc1ccc(/C(N)=N/O)c(OC)c1	-2	7	1	-13	8
45	CN(CCC(=O)Nc1ccc(Br)cc1)Cc1ccccc1	0	4	-13	-7	7

No.	PGE2 EP2 inh	Furin inhibitor	RBBP9 inh	Ba/F3 V617F tox
31	2	-11	-2	-4
32	2	-1	0	2
33	7	-8[20 µM]	-6	-2
34	13	-10	8	3
35	32	-22	-4	1
36	9	-15	2	-2
37	5	-24[20 µM]	-6	0
38	7	-15[20 µM]	-9	-2
39	-2	4[20 µM]	0	0
40	8	-17	-5	-1
41	11	-20	-1	-4
42	20	-45[20 µM]	-5	0
43	7	-23	-8	-2
44	5	-18	-11	2
45	19	-22[20 µM]	-1	-3

The listing continues:
No.	SMILES	p97 inhibitor	BaF3 tox	p47phox inh	PPC-1+TRAIL kill	Tb hexokinase
46	CC(=O)c1ccc(-n2nncc2-c2ccc([N+](=O)[O-])cc2)cc1	3	2	0	13	-5
47	CCCCn1c(SCC(=O)N2c3ccccc3Sc3ccccc32)nc2c1c(=O)n(C)c(=O)n2C	0	1	-5	-4	6
48	O=C(CCNS(=O)(=O)c1ccc(Br)s1)N1CCCCC1	1	2	-2	-15	2
49	CCN(CC)S(=O)(=O)c1ccc(S(=O)(=O)N2CCCC2C(=O)O)cc1 (stereo unspecified)	3	4	-7	0	4
50	Cc1ccc(S(=O)(=O)NCC(=O)OCc2nnc(-c3ccccc3)o2)cc1C	-1	6	-8	2	-1
51	CCOc1ccc(C(=O)N/N=C(/C)C2C(=O)c3ccccc3C2=O)cc1	2	3	-13	11	-3
52	COc1ccc(/C=N/N=C/c2ccc(OC)c(OC)c2)cc1OC	2	-1	-4	16	-1
53	CCn1c2ccccc2c2cc(NC(=O)c3coc(=O)c(Br)c3)ccc21	3	-8	-45	10	4
54	CCN1C(=O)C(CC(=O)Nc2ccc(F)cc2)N(Cc2cccs2)C1=S (stereo unspecified)	-6	10	-3	12	8
55	Cn1c(SCC(=O)N2CCN(c3ccccc3)CC2)nnc1-c1ccco1	-4	6	-3	18	7
56	CCn1c(=N)n(CCOc2ccc(OC)cc2)c2ccccc21	4	3	-8	3	5
57	CCOC(=O)C1CCN(C(=O)CCNC(=O)Cn2ccc3ccccc3c2=O)CC1	1	1	-7	-4	-4
58	CC(=O)c1ccc(NC(=O)c2noc3c2CCCCC3)cc1	2	7	-9	-4	-4
59	NC(=O)CSc1ccc(-c2ccc(F)cc2)nn1	2	3	2	-8	-6

No.	PGE2 EP2 inh	Furin inhibitor	RBBP9 inh	Ba/F3 V617F tox
46	2	-16	-2	-5
47	7	-19[20 µM]	-1	-2
48	15	-3[20 µM]	-11	3
49	4	-18[20 µM]	1	-3
50	29	-16[20 µM]	5	-3
51	5	-21	2	-4
52	7	-26	5	-4
53	3	-19	-4	3
54	8	-15	-6	5
55	11	-4[20 µM]	0	3
56	9	-23	1	-2
57	5	-18	4	-5
58	nt	-8[20 µM]	1	3
59	4	-21	-4	1

Some of the compounds tested, so the mix of outcomes need not match the whole.
